# COUP-TFII inh = inhibitors of human COUP-TFII (NR2F2); HEK293T NGFI-A luciferase reporter, luminescence; inhibition, % at 8.6 µM; hit rate 0.7% among 370,000; P24468;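 active means inhibition above a per-plate cutoff, mean inhibition of test wells between control levels plus 3 SD, cut at about 38% in these data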;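 further: cells cotransfected with COUP-TFII expression vector driving the NGFI-A reporter; 0% = median of COUP-TF2 test wells and 100% = reporter-only cells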
# Target sequence (P24468 whole entry, looked up): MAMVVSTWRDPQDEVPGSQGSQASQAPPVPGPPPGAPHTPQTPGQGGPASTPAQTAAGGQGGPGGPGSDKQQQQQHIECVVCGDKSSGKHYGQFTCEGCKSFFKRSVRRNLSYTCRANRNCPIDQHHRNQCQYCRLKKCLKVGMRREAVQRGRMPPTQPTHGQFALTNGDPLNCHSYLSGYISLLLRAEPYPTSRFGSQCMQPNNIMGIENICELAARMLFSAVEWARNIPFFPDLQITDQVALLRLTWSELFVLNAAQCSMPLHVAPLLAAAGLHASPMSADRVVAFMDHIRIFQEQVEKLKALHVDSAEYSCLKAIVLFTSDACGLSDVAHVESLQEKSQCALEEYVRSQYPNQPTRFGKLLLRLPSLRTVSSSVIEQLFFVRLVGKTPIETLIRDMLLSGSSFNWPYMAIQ
# SRC3 inh = inhibitors of human steroid receptor coactivator 3 (SRC3) | hit rate 0.17% among 360,000 | inhibition, % at 3.6 µM | HEK293 GAL4-SRC3 luciferase reporter, luminescence;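 active means inhibition above a per-campaign cutoff, the mean of all compounds plus 3 SD, cut at about 60% in these data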;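 further: 0% = DMSO-treated cells and 100% = gossypol-treated cells at 36 µM; higher means less SRC3-driven luciferase light from the GAL4 reporter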
# Exocytosis inh = blocks lytic granule exocytosis; TALL-104 LAMP-1 surface exposure, flow cytometry; cells stimulated with thapsigargin and PMA; inhibition, % at 10 µM; hit rate 0.66% among 360,000;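 active means inhibition above about 55%, limit read from the data; inconclusive means no clear call, values can overlap the other calls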
# ABHD5-PLIN5 inh = inhibitors of human ABHD5-perilipin-5 interaction. inhibition, % at 4 µM. Split G. princeps luciferase complementation, luminescence, 4 h. hit rate 0.78% among 360,000;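 active means inhibition above the mean inhibition across every tested compound plus 3 SD, cut at about 22% in these data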;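 further: 0% = DMSO only wells and the 100% control is not disclosed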
# TLR9-MyD88 inh = blocks human TLR9 binding to MyD88. Q9NR96+Q99836. CHO BLA complementation TLR9-MyD88, CCF4 FRET ratio. inhibition, % at 4.98 µM. hit rate 0.21% among 340,000;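 active means inhibition above the mean over all tested compounds plus 3 SD, cut at about 21% in these data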;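 further: 0% = DMSO only wells and 100% = clavulanate BLA inhibitor control wells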
# NR5A2 inv ag = NR5A2 inverse agonism in reporter assay | O00482 | HEK293T StAR-luciferase reporter, LRH-1 transfected, 24 h | inhibition, % at 3.6 µM | hit rate 0.13% among 360,000 | AID 602396;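 active means inhibition above the mean inhibition of all tested compounds plus 3 SD, cut at about 73% in these data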;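 further: 0% = DMSO wells and 100% = reporter-only cells lacking LRH-1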
# Target sequence (O00482 whole entry, looked up): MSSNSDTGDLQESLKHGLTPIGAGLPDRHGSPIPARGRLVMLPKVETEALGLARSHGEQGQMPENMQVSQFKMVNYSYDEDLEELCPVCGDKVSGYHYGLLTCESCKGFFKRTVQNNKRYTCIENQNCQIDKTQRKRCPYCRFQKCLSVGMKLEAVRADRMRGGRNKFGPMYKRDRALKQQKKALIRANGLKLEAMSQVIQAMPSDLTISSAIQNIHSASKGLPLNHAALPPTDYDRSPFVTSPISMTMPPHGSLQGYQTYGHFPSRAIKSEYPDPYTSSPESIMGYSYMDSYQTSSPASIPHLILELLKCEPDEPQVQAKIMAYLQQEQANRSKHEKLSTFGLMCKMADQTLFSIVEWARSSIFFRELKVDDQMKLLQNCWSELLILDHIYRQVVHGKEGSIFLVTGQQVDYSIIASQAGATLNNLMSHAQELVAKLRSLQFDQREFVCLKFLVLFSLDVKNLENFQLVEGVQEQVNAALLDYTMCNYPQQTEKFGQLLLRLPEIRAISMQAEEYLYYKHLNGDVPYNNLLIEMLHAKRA
# NCOA2 inhibitor = human SRC2 (NCOA2) inhibition | Q15596 | HEK293 GAL4-SRC2 luciferase reporter, luminescence | inhibition, % at 9 µM | hit rate 0.17% among 370,000;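 active means inhibition above the mean inhibition of all tested compounds plus 3 SD, set per campaign, cut at about 52% in these data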;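 further: 0% = DMSO treated cells and 100% = cells given Gossypol at 36 µM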
# NOD2 RIPK2 PPI = inhibitors of human NOD2-RIPK2 interaction; O43353; CHO BLA complementation NOD2-RIPK2, CCF4 ratio; inhibition, % at 4.98 µM; hit rate 0.38% among 360,000; in the data active means inhibition above about 21%;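 further: 0% = vehicle only and 100% = reference blocker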
# NCOA1 inh = inhibits human SRC1 coactivator; Q15788; AID 588354; hit rate 0.12% among 360,000; inhibition, % at 3.6 µM; HEK293 GAL4-SRC1 luciferase reporter, luminescence;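 active means inhibition above the campaign mean plus 3 SD, with each screening campaign given its own cutoff, cut at about 60% in these data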;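 further: 0% = DMSO treated cells and 100% = gossypol at 36 µM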
# TROY signal inh = blocks TROY-dependent signaling in reporter cells; Q293 LMP1-TROYcd NF-kB luciferase reporter, 4 h; inhibition, % at 10 µM; hit rate 0.98% among 360,000;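 active means compounds whose plate-normalised and pattern-corrected inhibition of the luciferase reporter signal at the single screening dose is 50% or more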
# TWEAK Fn14 block = inhibitors of TWEAK-Fn14 interaction signaling; TWEAK-stimulated Fn14 reporter cells, luciferase luminescence, 8 h; inhibition, % at 10 µM; hit rate 2% among 360,000; AID 1159606; in the data active means inhibition above about 50%
# The depositor's hits bear a star; ? = inconclusive; nt = no result given.
SMILES,COUP-TFII inh,SRC3 inh,Exocytosis inh,ABHD5-PLIN5 inh,TLR9-MyD88 inh,NR5A2 inv ag,NCOA2 inhibitor,NOD2 RIPK2 PPI,NCOA1 inh,TROY signal inh,TWEAK Fn14 block
C/C(=N\NC(=O)c1ccc(CN2CCOCC2)cc1)c1ccc([N+](=O)[O-])cc1,-4,23,3,-1,5,16,-27,9,8,14,17
C[C@H]1C(=O)N(C)CCN1C(=O)c1ccccc1OC1CCN(S(C)(=O)=O)CC1,9,6,-4,-3,-3,-11,-21,-7,-12,-4,8
Oc1ccc(-c2cc(-c3ccc(O)cc3)nc(-c3ccccc3)n2)cc1,16,-2,36,9,1,-15,22,8,13,54*,44
CC(C)Oc1ccccc1OC1(C)CCN(Cc2ccc(OC(F)(F)F)cc2)C1 (stereo not given),8,-23,2,-3,nt,17,15,-10,3,1,8
O=C(NCc1ccco1)c1cc([N+](=O)[O-])cc([N+](=O)[O-])c1,6,-27,2,-1,0,-27,-12,-14,6,0,2
CC(C)Cc1csc(NC(=O)c2ccccc2Cl)c1C(=O)O,-12,18,0,1,1,2,-11,10,-1,-23,-11
COCCCN(C(=O)c1ccco1)c1nc(-c2cc(OC)ccc2OC)cs1,0,17,?,-3,-4,14,4,9,13,-18,18
Cc1ccc(SCCN2CCN(C)CC2)cc1,17,5,0,13,4,1,-17,-4,-11,-9,-4
COC(=O)c1cn(C(=O)c2ccccc2)c2ccccc12,-2,3,-17,2,5,-28,-23,-3,2,-5,1
O=C(Cc1cccs1)Nc1nnc(COc2ccccc2)s1,4,7,-6,-4,6,2,3,3,-10,3,-4
CCC1CCCCN1CCCNC(=O)c1ccc2nc(N3CCC(C)CC3)sc2c1 (stereo not given),-34,-62,2,1,-8,-92,-90,6,-39,-55,-1
O=C(Nc1ccc(F)c(Cl)c1)C1Cc2c(-c3ccc(Cl)cc3)ccnc2O1 (stereo not given),11,4,-3,-3,nt,-10,3,3,9,23,15
O=C(Nc1ccc2ccccc2c1)c1ccccc1Cl,-54,-87,-4,-7,2,-155,-82,-10,-98,-44,15
CN(CC(=O)Nc1ccc(S(N)(=O)=O)cc1)C1CCCCC1,2,15,2,1,9,-7,0,-6,6,-17,-4
CCOC(=O)C1(Cc2ccccc2)CCN(Cc2cccc3c2OCO3)CC1,15,1,5,-4,3,-1,17,-8,6,5,-15
CCOc1ccccc1C(=O)NCC(=O)OCCCOC(=O)CNC(=O)c1ccccc1OCC,-15,3,-6,1,-3,-2,5,-16,-19,4,-8
CC[C@@]1(O)C(=O)OCc2c1cc1n(c2=O)Cc2cc3c(CN(C)C)c(O)ccc3nc2-1,-5,71*,0,5,54*,86*,45,72*,22,79*,33
CC1CCC2(CC1)NC(=O)N(CC(=O)Nc1ccc3c(c1)OCCO3)C2=O (stereo not given),-28,-30,0,-1,-1,-25,-9,0,-37,-52,-7
CN(C)/C=C/C(=O)c1cnc(-c2cccc(Cl)c2)s1,0,-69,0,-2,8,-53,-60,3,-76,-69,-18
O=C(N/N=C/c1ccncc1)c1cccs1,nt,-164,1,-3,4,-106,nt,-9,-62,-44,35
CSc1nnc(C(C)(C)C)c(=O)n1/N=C/c1c(O)ccc2ccccc12,-14,20,0,-3,5,19,-16,-5,7,6,-2
COc1cccc(C(=O)CSc2nnc(CNc3nc(-c4ccccc4)cs3)n2C)c1,5,9,11,-8,-3,15,-7,-1,-4,1,18
S=c1[nH]c2cc(Cl)c3cccnc3c2o1,-19,-11,35,0,-9,8,8,-12,-4,-15,-4
O=C1CCC(C(=O)Nc2cccc(S(=O)(=O)N3CCOCC3)c2)N1 (stereo not given),-12,7,-15,-1,4,8,-15,-5,-1,13,-36
COc1ccc(S(=O)(=O)N2CCCC2CNC(=O)C(=O)NCc2ccccc2)cc1 (stereo not given),-10,6,5,0,0,-6,-9,3,-11,13,4
CCCCc1ccc(NC(=O)CSc2nc(=O)n3cc(C)ccc3n2)cc1,14,2,-4,-1,-8,15,-3,-2,-4,4,-7
C=CCN=c1scc(-c2ccc(F)cc2)n1/N=C/c1ccccn1,-28,-237,0,-3,-3,-228,-6,0,-124,-9,-6
CCOC(=O)c1c(N/C=C(\C#N)c2nc(-c3ccc(OC(C)=O)cc3)cs2)sc2c1CCC2,-17,-4,-3,11,1,7,-43,-3,-1,-23,5
Cc1cc(C)n2nc(SC(C)C(=O)N3CCOCC3)nc2n1 (stereo not given),13,2,-6,1,3,17,-13,1,-15,-2,15
CC(=O)Oc1ccc(C2OC(=O)c3ccccc3N2C(C)=O)cc1 (stereo not given),-4,-4,-2,1,7,-9,-12,-5,-18,-6,22
CC(C)(C)c1cc(C(=O)NCCCn2ccnc2)cc(C(C)(C)C)c1,6,-10,25,5,-6,-10,6,-9,19,-3,-15
CCOCCCNC(=O)c1cc(-c2cccnc2)nc2ccc(S(=O)(=O)N3CCC(C)CC3)cc12,nt,21,-7,-5,5,14,nt,-5,2,-18,-3
COc1cccc(C(=O)OCC(=O)NC(C)CCc2ccccc2)c1O (stereo not given),-5,3,1,-12,-4,-17,-11,1,-5,4,-1
COc1ccccc1-c1c(C(F)(F)F)oc2c(CN(C)C)c(O)ccc2c1=O,7,5,-1,8,-1,-12,-11,-2,-5,1,25
CC(=O)Nc1cccc(C(=O)OCc2ccc([N+](=O)[O-])cc2)c1,-9,6,18,-3,11,6,-3,-7,-3,-9,-13
Cc1ccc(-n2c(SCC(=O)O)nc3sc4c(c3c2=O)CC(C)(C)SC4)cc1,7,-7,0,-7,0,13,14,-21,7,-3,-11
CCn1ccnc1CN(C)Cc1cn[nH]c1-c1ccc(F)cc1F,15,18,0,11,3,-2,35,-7,25,-5,1
O=C(CCCOc1ccccc1)NNC(=O)c1ccc(Cl)cc1,0,-4,24,7,-4,16,-15,2,3,10,0
CN(C)S(=O)(=O)c1ccc(C(=O)Nc2nnc(SCC(=O)NCC3CCCO3)s2)cc1 (stereo not given),2,-19,0,1,-5,-35,10,-9,-1,-26,-1
CCOC(=O)N1CCN(C(=O)c2cc(-n3cnnc3)ccc2Cl)CC1,-1,-13,0,5,-3,14,-11,2,-2,-5,-12
O=C(N/N=C\C=C\c1ccc2c(c1)OCO2)C1COc2cc3ccccc3cc2O1 (stereo not given),-4,6,6,-4,2,5,5,11,-4,13,10
CCCN(C(=O)c1cccc(-n2cccc2)c1)c1c(N)n(Cc2ccccc2)c(=O)[nH]c1=O,-8,5,17,-2,3,-25,23,-8,-6,4,-14
COC(=O)c1ccsc1NS(=O)(=O)c1ccccc1,9,-11,-2,-1,-14,-13,10,-15,-11,-17,3
O=C(COC(=O)c1cncc(Br)c1)NCc1ccco1,0,-3,-3,7,-9,-16,-6,-22,0,5,13
COc1cc(NC(=O)c2cc3ccccc3o2)c(OC)cc1Cl,2,-8,1,2,-6,14,-51,-12,-27,7,-14
O=C1CSC(c2cccnc2)N1c1ccc(F)cc1 (stereo not given),-8,-1,-1,6,-5,-6,4,-7,-5,-24,-9
CCN(C(=O)CN1C(=O)S/C(=C\c2cccc(OC)c2)C1=O)C1CCS(=O)(=O)C1 (stereo not given),9,27,?,10,0,6,2,-7,10,-40,-20
O=C(c1cnn2c(C(F)(F)F)cc(-c3ccco3)nc12)N1CCCCCC1,6,5,-1,-1,-14,9,-18,-1,7,12,8
COc1cc(/C=C/CN2CCC(Oc3ccc(C(=O)N4CCCC4)cc3)CC2)ccc1O,-9,8,2,4,2,16,7,-9,-9,10,17
CCc1c(C(=O)Nc2ccccc2)c(C)[nH]c(=S)c1C#N,-10,14,-1,0,6,-1,1,2,-7,-5,6
O=C(Nc1nc(OCCN2CCCC2=O)cnc1/C=C\c1ccccc1)c1cc2ccccc2s1,1,-2,54,-1,nt,20,-41,-1,-6,10,8
CCOc1ccc(NS(=O)(=O)c2ccc(NC(=O)[C@@H]3CCCC[C@@H]3C(=O)O)cc2)cc1,-9,-13,0,-8,2,7,-17,-1,6,10,0
CCOc1ccc(C(=O)Nc2cnn(Cc3ccc(Cl)c(Cl)c3)c2)cc1,20,39,0,1,5,56,-14,-7,27,38,17
O=C(NNC1=C(C(=O)C(F)(F)F)CCC1)c1ccccc1O,-15,-36,2,-6,-5,-42,-20,-5,-27,-5,4
CC(=O)NCC(=O)N[C@@H](CC(=O)OCc1ccccc1)C(=O)OCc1ccccc1,9,-4,8,1,-8,17,11,-12,-80,4,5
Cc1cnc(CNC(=O)C2CCC(=O)N(CCc3ccc(Cl)cc3)C2)cn1 (stereo not given),-14,-9,4,7,5,25,-4,-9,15,-11,20
COc1ccccc1N1CCN(CC(=O)Nc2cc(F)ccc2C)CC1,-2,-6,-2,5,4,24,-16,-9,-3,-1,10
Cc1cc(C)n(CC(=O)NCc2cc(-c3nn(C)c(=O)c4ccccc34)ccc2C)n1,6,-2,-3,0,2,8,0,-6,7,-4,-10
Cc1noc(NS(=O)(=O)c2ccc(NC(=O)CCN3C(=O)c4ccccc4C3=O)cc2)c1C,3,8,0,8,2,-15,-19,-4,-13,9,-4
COc1ccc(N2CC(NC(=O)N(C)CCC#N)CC2=O)cc1 (stereo not given),11,11,5,1,-1,-6,-3,-6,-6,-6,-16

# Remaining list, next part.
SMILES,COUP-TFII inh,SRC3 inh,Exocytosis inh,ABHD5-PLIN5 inh,TLR9-MyD88 inh,NR5A2 inv ag,NCOA2 inhibitor,NOD2 RIPK2 PPI,NCOA1 inh,TROY signal inh,TWEAK Fn14 block
Cc1ccc([N+](=O)[O-])c(NC(=O)COC(=O)C2CC3CCCC(C2)C3=O)c1C (stereo not given),6,15,-4,4,0,3,-7,-10,3,-11,2
COc1cc(C)c(Cl)cc1S(=O)(=O)N1CCCC1,10,21,1,1,nt,-2,-13,2,-2,0,-2
Cc1ccc(C#N)c(SCc2cccc(Br)c2)n1,-7,7,-10,3,3,-35,-14,-8,-7,-33,-22
CC(CC(=O)NNC(=O)c1cccc(Cl)c1)c1ccccc1 (stereo not given),-8,-10,2,2,1,22,-6,-9,7,-11,4
CC(C)c1ccc(S(=O)(=O)NC2CCS(=O)(=O)C2)cc1 (stereo not given),9,23,-4,-2,9,3,6,-4,6,-5,-12
O=C(O)C(Cc1ccccc1)N1C(=O)/C(=C/c2ccccc2)SC1=S (stereo not given),-12,3,3,-5,-15,12,0,-12,-10,-4,-2

# Among those listed so far, four have a cyano group.
SMILES,COUP-TFII inh,SRC3 inh,Exocytosis inh,ABHD5-PLIN5 inh,TLR9-MyD88 inh,NR5A2 inv ag,NCOA2 inhibitor,NOD2 RIPK2 PPI,NCOA1 inh,TROY signal inh,TWEAK Fn14 block
CCOC(=O)c1c(N/C=C(\C#N)c2nc(-c3ccc(OC(C)=O)cc3)cs2)sc2c1CCC2,-17,-4,-3,11,1,7,-43,-3,-1,-23,5
CCc1c(C(=O)Nc2ccccc2)c(C)[nH]c(=S)c1C#N,-10,14,-1,0,6,-1,1,2,-7,-5,6
COc1ccc(N2CC(NC(=O)N(C)CCC#N)CC2=O)cc1 (stereo not given),11,11,5,1,-1,-6,-3,-6,-6,-6,-16
Cc1ccc(C#N)c(SCc2cccc(Br)c2)n1,-7,7,-10,3,3,-35,-14,-8,-7,-33,-22

# These rows are one share of the data; count on the stated rates, not on these rows.
